RXFP1 antag = qHTS Assay for Antagonists of the Relaxin Receptor RXFP1; Relaxin receptor 1 (Homo sapiens), Q9HBX9; HEK293-RXFP1, relaxin-stimulated cAMP HTRF, 30 min; hits give low values; activity change, negative = inhibition, % at 57.5 µM; 0.59% of 350,000 active; AID 1259400, 2018;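 active = activity change of -60% or lower, but not beyond a set lower limit; inconclusive = change between -60% and -40%, or beyond the set limit; inactive = change above -40%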; note: % is set by controls: 0 for no effect and ±100 for the full control effect
D1 antag = Antagonist of Human D 1 Dopamine Receptor: qHTS | HEK293 TREx D1 cells, calcium flux, dopamine EC80; hits give low values | activity change, negative = inhibition, % at 10 µM | 3.2% of 360,000 active | AID 504652, 2011; in the data active = activity change below about -30%; note: % is set by controls: 0 for no effect and ±100 for the full control effect
Target sequence (P21728 whole entry, looked up): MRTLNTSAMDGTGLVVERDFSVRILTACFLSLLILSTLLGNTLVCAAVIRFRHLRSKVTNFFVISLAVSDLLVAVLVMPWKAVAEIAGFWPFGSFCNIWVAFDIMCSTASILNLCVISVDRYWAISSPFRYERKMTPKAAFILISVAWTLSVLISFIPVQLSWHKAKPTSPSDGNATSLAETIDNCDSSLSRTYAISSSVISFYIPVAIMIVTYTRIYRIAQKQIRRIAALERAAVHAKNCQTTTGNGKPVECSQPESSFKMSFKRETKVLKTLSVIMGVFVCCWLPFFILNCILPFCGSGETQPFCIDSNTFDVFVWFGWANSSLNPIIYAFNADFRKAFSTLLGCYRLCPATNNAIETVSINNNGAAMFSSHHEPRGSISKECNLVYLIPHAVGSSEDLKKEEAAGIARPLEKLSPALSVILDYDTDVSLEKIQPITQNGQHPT
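Antagonism measured as reduced calcium response to an EC80 dopamine addition following 180 s compound pre-read; cells were inducible HEK293 Trex D1 plated overnight at 30 C, read kinetically at 1 cycle/sec.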
D1 agonist = Allosteric Agonists of the Human D1 Dopamine Receptor: qHTS; AID 504660, 2011; D(1A) dopamine receptor (Homo sapiens), P21728; 1% of 360,000 active; HEK293 T-REx D1 cells, calcium flux, agonist mode; activation, % at 2 µM; in the data active = activation above about 30%; note: 0% is about no effect
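Inducible HEK293 T-REx D1 cells, force-coupled to calcium signalling, were plated at 4000 cells/well with tetracycline and held overnight at 30 C. After no-wash calcium dye loading, compound-evoked calcium rise over 180 s flagged agonists.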
Anesthetic bind = qHTS Assay for Identification of Novel General Anesthetics | Potency, µM (titrated, usually from 77.5 µM), for the others: at the highest dose activity change, negative = displacement, most hits filed as inhibitors | apoferritin/1-aminoanthracene competitive binding, fluorescence | Ferritin light chain (Equus caballus), P02791 | 0.074% of 350,000 active; note: potency is the fitted concentration of half-maximal effect; % is set by controls: 0 for no effect and ±100 for the full control effect; nearly all actives have a fitted effect of over 20% in size
Target sequence (P02791 2-175 limits assumed): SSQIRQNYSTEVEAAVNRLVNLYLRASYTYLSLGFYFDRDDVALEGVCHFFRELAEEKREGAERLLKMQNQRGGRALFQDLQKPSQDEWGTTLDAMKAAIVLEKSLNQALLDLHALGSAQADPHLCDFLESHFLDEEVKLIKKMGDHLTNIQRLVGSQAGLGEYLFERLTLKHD
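In PBS, apoferritin at 10 uM is loaded with 1-AMA from a 50% saturated solution. After 10 min of compound exposure at ambient temperature, reduced 535 nm fluorescence indicates probe displacement.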
D2 potentiator = HTS Assay for Positive Allosteric Modulators of the Human D2 Dopamine Receptor: Primary Screen for Potentiators; D(2) dopamine receptor (Homo sapiens), P14416; AID 485347, 2010; 0.34% of 340,000 active; potentiation, % at 10 µM; HEK293 T-REx D2, calcium flux, EC20 dopamine potentiation;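 active = potentiation over 3 SD above the plate norm, cut at about 30% in these data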; note: 0% is about no effect
Target sequence (P14416 whole entry, looked up): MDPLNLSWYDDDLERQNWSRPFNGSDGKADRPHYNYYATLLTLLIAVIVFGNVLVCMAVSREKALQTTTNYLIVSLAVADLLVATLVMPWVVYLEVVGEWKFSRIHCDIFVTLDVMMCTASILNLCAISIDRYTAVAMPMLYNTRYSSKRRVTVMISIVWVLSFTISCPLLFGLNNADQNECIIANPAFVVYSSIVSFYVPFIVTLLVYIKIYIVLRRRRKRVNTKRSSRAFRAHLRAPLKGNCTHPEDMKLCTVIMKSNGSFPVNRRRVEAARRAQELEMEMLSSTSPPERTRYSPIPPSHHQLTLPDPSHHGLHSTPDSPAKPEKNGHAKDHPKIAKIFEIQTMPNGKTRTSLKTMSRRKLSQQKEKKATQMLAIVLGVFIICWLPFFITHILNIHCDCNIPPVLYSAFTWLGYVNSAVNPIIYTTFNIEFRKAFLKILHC
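Tetracycline-induced HEK293 T-REx cells force-coupled to calcium signalling expressed D2; compounds were pin-added after a 10 s baseline, read kinetically 180 s, then an EC20 dopamine challenge followed with a further 180 s calcium read.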
TRHR enhancer = qHTS for Small Molecule Agonists and Allosteric Enhancers of Human TRH Receptor: Primary Screen for Enhancers; TRHR cells, fluo-8 calcium fluorescence, EC20 TRH enhancement; enhancement, % at 2 µM; 0.66% of 360,000 active; in the data active = enhancement above about 30%; note: 0% is about no effect
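Enhancer read-out: after compound pinning and an initial kinetic agonist-mode read, an EC20 of TRH (10 nM final) was injected and fluo-8 calcium signal (Ex 480/Em 530) followed at 1 s/cycle for 100 cycles in TRHR-expressing cells.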
TRHR ag = qHTS for Small Molecule Agonists and Allosteric Enhancers of Human TRH Receptor: Primary Screen for Agonists. Thyrotropin-releasing hormone receptor (Homo sapiens), P34981. TRHR cells, calcium flux fluo-8, FDSS agonist mode. activation, % at 2 µM. 0.18% of 360,000 active; in the data active = activation above about 30%; note: 0% is about no effect
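Read-out: compound-evoked intracellular calcium rise in TRHR cells, fluo-8 dye, kinetic FDSS fluorescence at 1 s/cycle following a 10-cycle baseline. Cells cultured overnight before dye loading (30 min–1.5 h, RT).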
RXFP1 agonist = qHTS Assay for Agonists of the Relaxin Receptor RXFP1; Potency, µM (doses to about 57.5 µM), for the others: at the top dose activation, hits mostly activators; 0.3% of 370,000 active; Relaxin receptor 1 (Homo sapiens), Q9HBX9; HEK293T-RXFP1 cAMP TR-FRET, 30 min; response scale: percent of porcine relaxin response, buffer zero; note: potency is the fitted concentration of half-maximal effect; % is set by controls: 0 for no effect and ±100 for the full control effect; nearly all actives have a fitted effect of over 60% in size; many of its hits are not listed in these tables
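cAMP rise read by TR-FRET after 30 min, 37C compound exposure (up to 58 uM) in RXFP1-transfected HEK293 cells with Ro 20174 present. EC50 from Hill-equation fits, with 29 nM porcine relaxin as 100% and buffer as basal.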
D1 PAM = Potentiators of Human D1 Dopamine Receptor: qHTS; potentiation, % at 10 µM; HEK293 TREx D1 cells, calcium flux, dopamine EC20 potentiation; 0.036% of 360,000 active; D(1A) dopamine receptor (Homo sapiens), P21728; in the data active = potentiation above about 30%; note: 0% is about no effect
Numbers without * were called inactive; ? = inconclusive; / = not tested or not shown; & = joins results of further samples. Unless noted, calls come from the whole dose curve; as a rule, active = well fitted curve in the direction sought with a large enough effect; inconclusive = small, poorly fitted or top-dose-only effect, or another doubt; inactive = no such curve, though single readings can be large; an effect the other way counts as inactive or inconclusive.

RXFP1 antag | D1 antag | D1 agonist | Anesthetic bind | D2 potentiator | TRHR enhancer | TRHR ag | RXFP1 agonist | D1 PAM | smiles
11 | 13 | 1 | / | -2 | 20 | 0.2 | -0.6% | -5 | CCC1(c2ccc(F)cc2)NC(=O)N(CC(=O)NC2CC2)C1=O (stereo not given)
-16 | -6 | 6 | -23% | / | -6 | 2.3 | 2.3% | -4 | COc1ccccc1NC(=O)c1ccc(Cl)c(S(=O)(=O)N2CCCCC2)c1
26 | 3 | 7 | 8% | 1 | 0 | 1.4 | 7.9% | -2 | COc1ccccc1NC(=O)c1sc(NC(=O)c2ccco2)c(C#N)c1C
/ | -7 | -4 | -10% | 1 | -7 | -0.7 | -1.3% | -2 | COc1cc(CCCN2C(=S)NC[C@@H]2c2ccccc2)cc(OC)c1OC
-15 | -8 | 4 | -7% | 10 | -6 | 0.7 | 1.7% | -3 | CS(=O)(=O)N1CCCC(C(=O)NCc2ccco2)C1 (stereo not given)
1 | 1 | -1 | -17% | -10 | 4 | -1.7 | 6.2% | 4 | Cc1ccc(NC(=O)CN(C)S(=O)(=O)c2cccs2)c(Br)c1
-87* | -15 | 26 | -11% | -19 | -7 | 4.4 | 1.4% | -1 | CCC(Oc1ccc(F)cc1)C(=O)Nc1nc(-c2ccc(F)cc2)ns1 (stereo not given)
-6 | 3 | 2 | -22% | -5 | -2 | 0.4 | 0.5% | -2 | CSC1=N/C(=C\c2ccc(Br)o2)C(=O)S1
0 | -13 | 1 | -18% | -2 | -1 | 0.8 | 0.2% | 6 | CC(C)C(C(=O)C=[N+]=[N-])N1C(=O)c2ccccc2C1=O (stereo not given)
-8 | 4 | 6 | / | 13 | -1 | 0.1 | -0.1% | 3 | Cc1cccc(C(=O)NCC(c2cccs2)N2CCOCC2)c1 (stereo not given)
-1 | -28 | 2 | -12% | / | -1 | -0.6 | 1.2% | -3 | Cc1cccc(NC(=O)C2CCCN(S(=O)(=O)c3cccc4nsnc34)C2)n1 (stereo not given)
-5 | 43 | 1 | -4% | 8 | 1 | -0.9 | 2.3% | -4 | COc1ccc(CNC(=O)C2CC(=O)N(C3CCCCC3)C2)cc1 (stereo not given)
-6 | 5 | -1 | -14% | 4 | 3 | 1.2 | 2.4% | -4 | COc1ccc(N2CCN(CC(=O)Nc3nnc(-c4ccccc4)s3)CC2)cc1
/ | 0 | -1 | -20% | -2 | -4 | -0.6 | -0.8% | / | CSC1=C(C#N)C(c2ccc(C(C)C)cc2)CC(=O)N1 (stereo not given)
7 | 2 | 2 | ? | / | 6 | 0.8 | -2.2% | -2 | CC1SC2(NC1=O)C1CC3CC(C1)CC2C3 (stereo not given)
5 | -6 | 0 | -2% | 4 | -2 | 0.5 | -1.1% | 4 | NC1=NN=C(N2N=C(c3ccccc3)CC2(O)C(F)(F)F)n2ncnc2C1 (stereo not given)
-7 | -2 | 1 | -6% | / | -1 | -0.4 | 2.0% | 0 | COc1ccc(/C=C/C(=O)NCC(=O)N/N=C/c2cccnc2)cc1
-1 | -17 | 4 | -10% | -10 | -5 | -0.5 | 1.0% | -13 | Cc1ccc(S(=O)(=O)N(C)c2ccc(NS(C)(=O)=O)cc2)cc1
6 | -3 | 1 | -4% | 5 | 15 | 0.1 | -2.1% | 0 | O=C1CCCN1CCCNS(=O)(=O)c1cccc(F)c1
-22 | -14 | 2 | -18% | 6 | -2 | -0.1 | 2.2% | 3 | CCC(C(=O)Nc1ccc(C(C)=O)cc1)n1cnc2nc3c(cc2c1=O)CCCC3 (stereo not given)
-9 | 5 | 6 | -18% | 1 | 14 | -0.7 | -0.1% | -3 | CCCNC(=O)NC(=O)COC(=O)c1oc2ccc(OCC)cc2c1C
4 | -11 | 2 | -3% | 15 | -3 | 0.4 | -1.0% | 0 | O=C(O)c1ccccc1/C=N/NC(=O)C1CCCC1
16 | 1 | 3 | -7% | 2 | -4 | 0.7 | -0.7% | -7 | COc1cccc(C2C(C(=O)Nc3ccc(C)cc3C)=C(C)Nc3ncnn32)c1OC (stereo not given)
-9 | 4 | 2 | -6% | -10 | -7 | -0.8 | 2.5% | -10 | CCCCN(C)CCNC(=O)CCn1nc(-c2ccc(C)cc2)ccc1=O
4 | 12 | 8 | -10% | -3 | -3 | -0.1 | 0.2% | -4 | Clc1ccc(NCn2cncn2)nc1
/ | 2 | 2 | -2%&-13% | 2 | -1 | 0.7 | 1.3% | -4 | COC(=O)[C@@]1(Cc2ccc(F)cc2)[C@H]2c3cc(C(=O)N(C)C)n(CCc4ccc(OC)c(Br)c4)c3C[C@H]2CN1C(=O)c1ccccc1
-4 | -51* | 88* | -19% | -2 | -4 | 0.5 | 2.3% | 1 | CC1CCN(CCNC(=O)c2ccc3c(=O)n(Cc4ccc(Cl)cc4)c(=S)[nH]c3c2)CC1
-1 | 6 | 2 | -1% | 7 | -1 | 0.4 | 0.1% | 3 | C=CCn1c(SCC(=O)Nc2nc(C)cs2)nnc1C(CO)NC(=O)c1ccccc1 (stereo not given)
6 | -13 | 0 | 7% | -5 | -3 | -0.6 | 3.1% | -2 | CC1=C(C(=O)OCC2CCCO2)C(c2ccsc2)C2=C(CC(C)(C)CC2=O)N1 (stereo not given)
-24 | 23 | 87* | -2% | 7 | 15 | 10 | 2.4% | 4 | C/C(=N\NC(=O)c1nnn(-c2nonc2N)c1-c1cccs1)c1ccc(C)cc1
-7 | 10 | 0 | -5% | -13 | -6 | -0.3 | 3.2% | -5 | C/C(=N/NC(=O)c1cccc(C)c1)c1c(O)cc(C)oc1=O
/ | 3 | -3 | -3% | 2 | -1 | 0.5 | 0.1% | 4 | CC(C)(C)[C@H]1C=C(C(=O)N2CCOCC2)O[C@@H](OCCCCO)C1
/ | 2 | 2 | -15% | -9 | -6 | 1.6 | -0.3% | -4 | COc1ccc(CNC(=O)C(C)Sc2nc(-c3ccccc3)cc(C(F)(F)F)n2)cc1 (stereo not given)
-9 | -9 | 2 | ? | -8 | -6 | -0.9 | 0.1% | 2 | O=C(NCCc1cccnc1)c1cc(COc2ccc(F)cc2Cl)on1
1 | -11 | -1 | -6% | -6 | 1 | -0.4 | 0.0% | 0 | COc1ccc(C(=O)Nc2cccc3c2CCCC3)cc1
2 | 0 | 1 | -5% | -2 | 2 | 0.4 | -0.8% | -2 | Cc1nc(SCCOc2ccccc2)[nH]c(=O)c1Cc1ccccc1
/ | 10 | -2 | -1% | / | -7 | -0.1 | 0.3% | 0 | CCS(=O)(=O)N1CCCC(C(=O)NCCOC)C1 (stereo not given)
-6 | 8 | 0 | -17% | -19 | -4 | 0.0 | 0.6% | -1 | CCOc1ccc(NC(=O)CSC2=Nc3ccccc3C3=NC(Cc4ccccc4)C(=O)N23)cc1 (stereo not given)
8 | 8 | 1 | -4% | 3 | 11 | 0.4 | -0.2% | -3 | COc1cccc(CNC(=O)CCC2CCCN(C(=O)c3cc(C)[nH]n3)C2)c1 (stereo not given)
6 | 8 | 2 | 4% | 6 | 10 | 0.3 | -0.8% | -6 | CC(=O)OC(C[N+]1(C)CCCCCC1)c1ccccc1 (stereo not given)
0 | -10 | 6 | ? | 0 | 7 | -0.4 | 2.8% | -9 | O=C(Cc1cccs1)N1CCC(c2nc3c(nnn3Cc3ccccc3)c(=O)[nH]2)CC1
-69* | 14 | 17 | ? | -10 | 0 | 5.5 | -1.0% | 1 | COc1ccc(-c2n[nH]c(C(F)(F)F)c2-c2cc3ccccc3o2)c(O)c1
-32 | -27 | 10 | 0% | -5 | -5 | 0.0 | 0.3% | -7 | CCc1c(-c2ccccc2)nc2sc3c(c2c1N)CCCC3
-4 | -1 | 3 | ? | 3 | -6 | 0.1 | -0.2% | 5 | Cc1ccc(C(C)NC(=O)C2CCCC2)cc1C (stereo not given)
-16 | -14 | 2 | -3% | 1 | -4 | -0.2 | -0.2% | -5 | COCC(=O)N(Cc1cc2ccc(C)cc2[nH]c1=O)c1ccc(OC)cc1
/ | 9 | 39* | 3% | 4 | -1 | 8.0 | 4.1% | / | Cc1ccc2nc3c(cc(C(=O)NCc4ccco4)c(=N)n3C3CCCC3)c(=O)n2c1
-1 | -1 | 2 | -5% | 3 | 3 | 0.3 | 1.4% | -3 | O=C(O)CSC1CC(=O)N(c2ccc(Cl)cc2)C1=O (stereo not given)
-18 | -25 | 21 | -24% | 27 | 1 | -0.8 | 3.6% | -11 | CCN(C(=O)CSc1ncccc1C(=O)OC(C)C)c1cccc(C)c1

Arranged by number of heavy atoms (smallest number first): 7 of the compounds above.
RXFP1 antag | D1 antag | D1 agonist | Anesthetic bind | D2 potentiator | TRHR enhancer | TRHR ag | RXFP1 agonist | D1 PAM | smiles
-6 | 3 | 2 | -22% | -5 | -2 | 0.4 | 0.5% | -2 | CSC1=N/C(=C\c2ccc(Br)o2)C(=O)S1
/ | 10 | -2 | -1% | / | -7 | -0.1 | 0.3% | 0 | CCS(=O)(=O)N1CCCC(C(=O)NCCOC)C1 (stereo not given)
-15 | -8 | 4 | -7% | 10 | -6 | 0.7 | 1.7% | -3 | CS(=O)(=O)N1CCCC(C(=O)NCc2ccco2)C1 (stereo not given)
0 | -13 | 1 | -18% | -2 | -1 | 0.8 | 0.2% | 6 | CC(C)C(C(=O)C=[N+]=[N-])N1C(=O)c2ccccc2C1=O (stereo not given)
26 | 3 | 7 | 8% | 1 | 0 | 1.4 | 7.9% | -2 | COc1ccccc1NC(=O)c1sc(NC(=O)c2ccco2)c(C#N)c1C
-4 | -51* | 88* | -19% | -2 | -4 | 0.5 | 2.3% | 1 | CC1CCN(CCNC(=O)c2ccc3c(=O)n(Cc4ccc(Cl)cc4)c(=S)[nH]c3c2)CC1
-6 | 8 | 0 | -17% | -19 | -4 | 0.0 | 0.6% | -1 | CCOc1ccc(NC(=O)CSC2=Nc3ccccc3C3=NC(Cc4ccccc4)C(=O)N23)cc1 (stereo not given)

Screens as filed in PubChem BioAssay.

This is a subset (hit frequency here may not be typical).
